# FLuc modulator = qHTS profiling assay for firefly luciferase inhibitor/activator using purifed enzyme and Km concentrations of substrates (counterscreen for miR-21 project). 6.9% of 360,000 active. purified FLuc, Km substrates, luminescence inhibition. Potency, µM (doses to about 57.5 µM), for inactives: top-dose activity change, negative = inhibition, hits mostly inhibitors. Luciferin 4-monooxygenase (Photinus pyralis), P08659. AID 588342, 2011;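 further: potency means the concentration at half of the fitted maximal effect; plate controls were vehicle for no effect and reference inhibitor for full effect; nearly all actives have a fitted effect of over 55% in size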
#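 Biochemical qHTS of compounds, final roughly 60 µM downward over six points, against 10 nM purified firefly luciferase using Km concentrations of substrates (10 uM D-luciferin, 10 uM ATP) in Tris acetate pH 7.5 buffer; luminescence output.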
# Rab9 promoter act = qHTS Assay for Rab9 Promoter Activators. Huh7 Rab9 promoter-luciferase reporter, luminescence, 24 h. Potency, µM (doses to about 9.22 µM), without a hit: top-dose activation, negative = inhibition, hits mostly activators. 2.8% of 320,000 active. AID 485297, 2010; further: potency means the concentration at half of the fitted maximal effect; % of control where 0% means no effect; nearly all actives have a fitted effect of over 60% in size
#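 Stable Rab9-luc Huh7, 1500 cells/well, 2 h settle; cmpd in DMSO, 24 h, 37 °C/5% CO2; luciferase reagent 10 min RT; luminescence.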
# KCNH2 3.1 inh = qHTS for Inhibitors of KCHN2 3.1: Mutant qHTS; AID 720553, 2013; 0.95% of 340,000 active; activity change, % (tested at about 1.8 µM); Potassium voltage-gated channel subfamily H member 2, brain isoform KCNH2 3.1 (human); U2OS KCNH2 3.1, thallium flux FluxOr; stronger effect = lower value;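 active means maximum activity change below -70%; inconclusive means maximum activity change from -70% to -50%; inactive means maximum activity change above -50%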;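 further: thallium influx rate constant from kinetic fluorescence after stimulation buffer; on the % scale 0 is the no-effect control and ±100 the full control effect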
#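 Thallium flux read-out: FluxOr dye with Red40 quencher in HBSS/HEPES, 45 min at RT. Rate constants from kinetic reads were normalized to positive and negative DMSO controls. Cells: U2OS virally expressing the 3.1 isoform.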
# Giardia killer = Small Molecules that selectively kill Giardia lamblia: qHTS; activity change, % at 7.66 µM, hits read low; Giardia lamblia trophozoite viability; 0.15% of 340,000 active; in the data active means activity change below about -80%; inconclusive means between about -30% and that limit;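 further: parasites exposed to compound for two days anaerobically before the ATP read; on the % scale 0 is the no-effect control and ±100 the full control effect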
#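 Media and compound were dispensed first, then trophozoites at 100 cells/well; plates sat 48 hrs at 37 deg C without oxygen before ATP luminescence reagent was added and read after 15-30 min at room temperature.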
# ELG1 genotoxic = qHTS screen for small molecules that induce genotoxicity in human embryonic kidney (HEK293T) cells expressing luciferase-tagged ELG1; HEK293T ELG1-luciferase reporter, luminescence, 16 h; Potency, µM (highest dose often 46 µM), without a hit: at the highest dose activity change, positive = activation, usual class: activators; 1.3% of 330,000 active; AID 504466, 2011; further: potency means the concentration at half of the fitted maximal effect; % of control where 0% means no effect; nearly all actives have a fitted effect of over 60% in size
#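 Cells (2,000/well) expressing the ELG1-luciferase fusion are dosed by pin tool and kept 16 hr at 37 °C, 5% CO2. Signal comes from ONE-Glo luciferase reagent after 30 min at room temperature.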
# NPC1 prom act = qHTS Assay for NPC1 Promoter Activators; Huh7 NPC1 promoter luciferase reporter, 24 h; Potency, µM (highest dose often 9.22 µM), for inactives: top-dose activation, actives largely listed as activators; 2.4% of 320,000 active; AID 485313, 2010;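 further: potency means the concentration at half of the fitted maximal effect; % of control where 0% means no effect; nearly all actives have a fitted effect of over 60% in size; reporter is driven by a mutant NPC1 promoter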
#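 Stably transfected Huh7 (NPC1 promoter→luciferase), 1500 cells/well in Opti-MEM + 10% FBS, 2 h settle, then compound 24 h at 37 °C. Luminescence after 10 min with Amplite reagent.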
# uPA generation = qHTS for Inhibitors of Cell Surface uPA Generation | cell surface uPA generation assay, qHTS | Potency, µM (doses to about 38.3 µM), for the others: at the top dose activity change, negative = inhibition, most hits filed as inhibitors | 0.31% of 330,000 active; active means well fitted inhibition curve with a large enough effect; inconclusive means small, poorly fitted or top-dose-only effect; inactive means no such curve, though single readings can be large or run the other way; tested in mouse RAW 264.7 cells; further: potency means the concentration at half of the fitted maximal effect; on the % scale 0 is the no-effect control and ±100 the full control effect; nearly all actives have a fitted effect of over 55% in size
# Tb PFK block = qHTS Assay to Find Inhibitors of T. brucei phosphofructokinase; T. brucei PFK, ADP-Glo luminescence; 0.17% of 330,000 active; Potency, µM (titrated, usually from 57.5 µM), inactives show top-dose activity, negative = inhibition, most hits filed as inhibitors;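 further: potency means the concentration at half of the fitted maximal effect; 0% = uninhibited 1x PFK enzyme wells and -100% = no-enzyme wells; nearly all actives have a fitted effect of over 60% in size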
# Target sequence (O15648 whole entry, looked up): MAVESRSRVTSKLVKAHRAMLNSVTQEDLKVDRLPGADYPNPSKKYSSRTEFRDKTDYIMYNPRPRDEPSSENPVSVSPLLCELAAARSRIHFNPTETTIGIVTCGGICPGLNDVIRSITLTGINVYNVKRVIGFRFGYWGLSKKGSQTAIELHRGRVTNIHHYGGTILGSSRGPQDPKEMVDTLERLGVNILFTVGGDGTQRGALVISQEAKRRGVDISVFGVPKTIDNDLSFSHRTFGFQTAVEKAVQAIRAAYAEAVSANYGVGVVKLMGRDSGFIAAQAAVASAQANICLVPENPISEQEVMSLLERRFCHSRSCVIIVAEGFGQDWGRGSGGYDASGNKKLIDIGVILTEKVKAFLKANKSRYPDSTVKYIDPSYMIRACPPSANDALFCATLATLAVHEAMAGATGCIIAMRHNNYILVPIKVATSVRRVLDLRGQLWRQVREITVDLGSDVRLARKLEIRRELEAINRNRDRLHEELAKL
#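 Compounds were pin-transferred as a titration series up to 57 uM into substrate buffer (0.5 mM F6P, 0.1 mM ATP, pH 8.0), then 1.25 nM PFK was added and reactions ran 45 min before ADP-Glo detection.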
# RORg inh = qHTS for inhibitors of ROR gamma transcriptional activity. Nuclear receptor ROR-gamma (Mus musculus), P51450. Drosophila S2 Gal4-RORgamma UAS-luciferase reporter, 20 h. Potency, µM (doses to about 53.6 µM), for inactives: at the top dose activity change, negative = inhibition, most hits filed as inhibitors. 5.4% of 310,000 active; further: potency means the concentration at half of the fitted maximal effect; on the % scale 0 is the no-effect control and ±100 the full control effect; nearly all actives have a fitted effect of over 60% in size
# Target sequence (P51450 whole entry, looked up, the tested form may be a part): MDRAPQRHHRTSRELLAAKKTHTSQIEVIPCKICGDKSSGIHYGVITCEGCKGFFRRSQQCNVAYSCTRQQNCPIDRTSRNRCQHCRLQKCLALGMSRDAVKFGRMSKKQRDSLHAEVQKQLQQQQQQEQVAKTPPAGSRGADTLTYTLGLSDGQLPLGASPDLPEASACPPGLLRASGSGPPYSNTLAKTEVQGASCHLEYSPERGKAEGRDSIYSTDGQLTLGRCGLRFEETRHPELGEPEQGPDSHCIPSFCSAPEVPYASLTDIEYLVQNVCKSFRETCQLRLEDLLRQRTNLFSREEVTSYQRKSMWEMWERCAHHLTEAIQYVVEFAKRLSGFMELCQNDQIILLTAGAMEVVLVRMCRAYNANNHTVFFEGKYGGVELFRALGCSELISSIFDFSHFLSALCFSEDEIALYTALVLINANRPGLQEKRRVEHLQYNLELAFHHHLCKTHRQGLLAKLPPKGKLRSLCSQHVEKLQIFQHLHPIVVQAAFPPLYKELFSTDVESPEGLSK
#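 Luciferase reporter read in Schneider cells carrying Gal4-RORγ (mouse) and UAS-Photinus luciferase; cells given compound 1 h before 700 uM copper sulfate induction, then incubated 20 h at ambient temperature.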
# VP16 counter = VP16 counterscreen qHTS for inhibitors of ROR gamma transcriptional activity. Drosophila S2 Gal4-VP16 UAS-luciferase, luminescence, 20 h. Potency, µM (doses to about 53.6 µM), inactives show at the highest dose activity, negative = inhibition, actives largely listed as inhibitors. 3.5% of 310,000 active;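 further: Gal4-VP16 expression switched on by copper sulfate through the metallothionein promoter; potency means the concentration at half of the fitted maximal effect; on the % scale 0 is the no-effect control and ±100 the full control effect; nearly all actives have a fitted effect of over 50% in size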
# FBPA coupling cs = qHTS Assay for Inhibitors of Fructose-1,6-bisphosphate Aldolase from Giardia Lamblia: Coupling assay counterscreen. coupling enzyme system counterscreen, AmpLite Red fluorescence. activity change, negative = inhibition, % at 58.2 µM, hits read low. 0.67% of 290,000 active. AID 2472, 2010; in the data active means activity change below about -30%; further: on the % scale 0 is the no-effect control and ±100 the full control effect
#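 Counterscreen of the coupled detection system alone, without aldolase: glyceraldehyde-3-phosphate coupling enzymes plus AmpLite Red readout. Compounds at 57.5 uM final, 10 min RT preincubation, 20 min RT reaction, fluorescence 525/598 nm.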
# Numbers without * were called inactive; ? = inconclusive; / = not tested or not shown; & = joins results of further samples; [ ] = remark or other dose. Unless noted, the call rests on the fitted dose curve; in most records, active means well fitted curve in the direction sought with a large enough effect; inconclusive means small, poorly fitted or top-dose-only effect, or another doubt; inactive means no such curve, though single readings can be large; an effect the other way counts as inactive or inconclusive.
SMILES,FLuc modulator,Rab9 promoter act,KCNH2 3.1 inh,Giardia killer,ELG1 genotoxic,NPC1 prom act,uPA generation,Tb PFK block,RORg inh,VP16 counter,FBPA coupling cs
Cc1ccc(C)c(N2CCN(S(=O)(=O)c3ccc4[nH]c(=O)c(=O)[nH]c4c3)CC2)c1,-3%,-1%,10,1,0%,1%,/,0%,-29%,-14%,3
Cn1nnnc1SCC(=O)NCC(=O)c1ccccc1,0%,-11%,-1,-9,0%,-4%,/,-6%,0%,3%,5
Cc1[nH]c(C)c(S(=O)(=O)NCc2ccco2)c1C(=O)N1CCCCC1,2%,-4%,-8,9,2%,-1%,2%,-1%,-14%,4%,-1
CCOC(=O)N1CCC(NC(=O)c2cccs2)CC1,2%,-9%,11,13,-1%,-4%,-3%,5%,18%,7%,-4
COc1ccccc1NC(=O)COc1cc(Br)c(CNCCCN2CCOCC2)cc1OC,-1%,-1%,-15,6,-4%,0%,-23%,-2%,-26%,-6%,-1
O=C(Nc1ccc(NC(=O)C2CC2)nc1)c1cnccn1,-21%,14%,-3,14,?,3%,-1%,-2%,11%,-14%,1
O=C(CSc1nnc(Cc2cc(=O)[nH]c(=O)[nH]2)n1-c1ccc(Cl)cc1)NCC1CCCO1 (stereo not given),1%,1%,6,19,2%,0%,/,5%,-16%,-11%,2
O=S(=O)(Nc1ccncc1Cl)c1ccccc1,2%,-4%,1,7,2%,1%,7%,-1%,-5%,-4%,8
CCCN(CCC)CCCNC(=O)c1cc2c(=O)n(CC)c3ccccc3c2s1,2%,-21%,7,10,16%,-15%,-13%,-1%,-21%,4%,0
CCOC(=O)C1=NNC2C(=O)N(Cc3ccccc3)C(=O)C12 (stereo not given),-2%,-1%,11,1,-2%,1%,1%,6%,0%,0%,2
Cc1cc(F)ccc1NC(=O)C1CCN(C(=O)Nc2ccccc2)CC1,-1%,-5%,-6,-11,0%,1%,-1%,0%,/,/,/
COc1ccc(C(C#N)c2nc3ccccc3nc2Cl)cc1 (stereo not given),2%,-2%,4,?,-5%,-1%,-27%,-16%,?,-11%,2
O=c1cc2c(nn1Cc1c(Cl)cccc1Cl)-c1ccccc1CC2,2%,-2%,/,-28,-2%,-3%,-7%,-6%,-15%,2%,1
CN1CCC(=NNC(=O)C(=O)Nc2cccc(Br)c2)CC1,-5%,7%,-13,-1,5%,5%,-2%,-2%,13%,2%,0
COc1ccc(C(=O)Nc2ccc(-c3ccc(C)o3)cc2)cc1S(=O)(=O)N1CCOCC1,?,-16%,-71*,15,-34%[inhibitor],-10%,-5%,-15%,?,?,-4
COC(=O)c1nn(-c2nc(-c3ccc(OC)c(OC)c3)cc(C(F)(F)F)n2)cc1[N+](=O)[O-],-1%,-2%,-40,?,12%,0%,13%,-12%,-1%,0%[10 µM],0
Cc1cccc(OCCCC(=O)NNC(=O)c2ccncc2)c1,2%,1%,13,-9,0%,-3%,-1%,-3%,/,/,/
CC(C)OC(=O)c1c(NC(=O)CCn2nnc3ccccc32)sc2c1CCCC2,2%,-3%,0,0,2%,1%,1%,6%,2%,11%,3
CCOC(=O)C1C(c2ccccc2)C(C(=O)OCC)S(=O)(=O)C(CCN(CC)CC)S1(=O)=O (stereo not given),1%,-2%,0,-23,0%,-7%,6%,5%,-2%,7%,0
Cc1cc(S(=O)(=O)NCCCN2CCOCC2)c(C)cc1Cl,0%,2%,/,6,5%,1%,1%,2%,1%,-7%,/
CCCCN(C(=O)c1cccc(S(=O)(=O)N2CCN(C)CC2)c1)c1c(N)n(CCCC)c(=O)[nH]c1=O,-64%,-11%,-2,1,-6%,-9%,11%,0%,/,/,/
COc1ccc(S(=O)(=O)N2CCOCC2)cc1NC(=O)CCc1c[nH]c2ccccc12,-3%,1%,-1,24,-3%,-1%,-1%,-5%,-31%,8%,3
Cc1ccc(OCC(=O)Nc2nnn(C)n2)c(C)c1,?,14%,7,-8,?,9%,3%,1%,38%,1%,-1
CC(C)c1ccc(N=Cc2c(O)c3ccccc3oc2=O)cc1,0.38µM*,2%,36,0,18%,-6%,0%,0%,/,/,0
CC(=O)Nc1ccc(S(=O)(=O)NC(C)(C#N)C2CC2)cc1 (stereo not given),-2%,-1%,11,-5,3%,-1%,1%,1%,12%,11%,0
O=C(COC(=O)c1ccc(Br)cc1)NC1CCCC1,?,-1%,-6,-11,-6%,4%,1%,-4%,1%,-9%,2
Cn1c(=O)c2c(nc(SCC(=O)c3ccc(F)cc3)n2C)n(C)c1=O,-3%,4%,8,17,-9%,-3%,3%,1%,14%,-1%,2
Cc1cc(NC(=S)NC(=O)c2ccco2)c2ccccc2n1,-9%,0%,-1,-12,-4%,-11%,-6%,-4%,11µM*,1%,2
O=C(c1cnn2c(C(F)(F)F)cc(-c3cccs3)nc12)N1CCCC1,-2%,-7%,19,-21,-5%,0%,5%,-2%,3%,3%,1
CCS(=O)(=O)C(=C1Nc2ccccc2N1)S(=O)(=O)CC,4%,-13%,16,-1,2%,-3%,4%,-6%,-1%,-7%,2
Cc1oc2cc3oc(=O)c(CC(=O)NCC(=O)N[C@@H](C(=O)O)c4ccccc4)c(C)c3cc2c1C,?,0%,0,-7,-4%,-1%,-2%,-4%,-4%,-7%,8
COc1cc(-c2cc(=O)c3c(O)c(OC)c(OC)c(OC)c3o2)cc(OC)c1OC,0%,-6%,-28,9,-1%,-12%,7%,1%,10%&-3%,0%&-10%,3&6
CCn1cc(SCC(=O)Nc2cc(C)on2)c2ccccc21,-7%,-2%,-6,-18,0%,0%,-18%,1%,10%,-2%,-3
Cc1onc(-c2ccc(Cl)cc2Cl)c1-c1csc(COc2ccccc2)n1,-2%,-3%,11,1,-4%,-1%,5%,3%,15%,3%,0
Cc1nn(CC(=O)N2CCOCC2)c(C)c1[N+](=O)[O-],2%,-1%,10,?,3%,-4%,-1%,2%,-10%,-15%,5
O=C(O)C1CCCN1c1ncccn1 (stereo not given),4%,3%,14,2,4%,2%,-8%,0%,1%,7%,0
CCS(=O)(=O)N1CCN=C1SCc1cccnc1,0%,-2%,13,-3,1%,-3%,11%,-2%,-1%,2%,3
Cc1ccc(C)c(C2=CSC3=NCCN23)c1,-3%,-7%,-2,-6,-1%,-5%,-3%,0%,?,-18%,0
O=S(=O)(c1ccccc1)N(Cc1ccccc1)c1ccccn1,1%,-4%,14,6,0%,1%,0%,-2%,22%,10%,-17
O=C(Nc1nnc(S(=O)(=O)N2CCCC2)s1)c1cccc([N+](=O)[O-])c1,15µM*,22%,-3,-12,7%,25%,-4%,-6%,35%,8%,/

# Part of the list above, set out differently.
# Values run as follows: FLuc modulator, Rab9 promoter act, KCNH2 3.1 inh, Giardia killer, ELG1 genotoxic, NPC1 prom act, uPA generation, Tb PFK block, RORg inh, VP16 counter, FBPA coupling cs
COc1cc(-c2cc(=O)c3c(O)c(OC)c(OC)c(OC)c3o2)cc(OC)c1OC
  0%, -6%, -28, 9, -1%, -12%, 7%, 1%, 10%&-3%, 0%&-10%, 3&6
CCn1cc(SCC(=O)Nc2cc(C)on2)c2ccccc21
  -7%, -2%, -6, -18, 0%, 0%, -18%, 1%, 10%, -2%, -3
Cc1onc(-c2ccc(Cl)cc2Cl)c1-c1csc(COc2ccccc2)n1
  -2%, -3%, 11, 1, -4%, -1%, 5%, 3%, 15%, 3%, 0
Cc1nn(CC(=O)N2CCOCC2)c(C)c1[N+](=O)[O-]
  2%, -1%, 10, ?, 3%, -4%, -1%, 2%, -10%, -15%, 5
O=C(O)C1CCCN1c1ncccn1 (stereo not given)
  4%, 3%, 14, 2, 4%, 2%, -8%, 0%, 1%, 7%, 0
CCS(=O)(=O)N1CCN=C1SCc1cccnc1
  0%, -2%, 13, -3, 1%, -3%, 11%, -2%, -1%, 2%, 3

# Source: PubChem (National Center for Advancing Translational Sciences (NCATS))
